PRMT1 inh = blocks human protein arginine methyltransferase 1; AID 652257; actives 1.3% (n = 370,000); Q99873; recombinant PRMT1, activity-based probe fluorescence polarization; inhibition, % at 2.79 µM;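 active = inhibition above about 21% made by adding two undisclosed values, limit read from the data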
GC-A act = GC-A (human) enzyme activation; P16066; HEK293 GC-A cells, cGMP TR-FRET, EC30 ANP; 0% at EC30 ANP, 100% saturating ANP; activation, % at 10 µM; actives 0.14% (n = 370,000); AID 1671463; in the data active = activation above about 40%
UHRF1 binding = human UHRF1 methylated DNA binding inhibitors | actives 0.75% (n = 370,000) | inhibition, % at 4.4 µM | UHRF1 binding to methylated oligo, TR-FRET; in the data active = inhibition above about 21%;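 also: UHRF1 SRA domain binding a hemimethylated CpG hairpin DNA probe; 0% = median of test compound wells and 100% = reference inhibitor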
MBD2 inh = blocks human MBD2 binding to methylated DNA | AID 686964 | TR-FRET, MBD2 binding to methylated oligonucleotide | actives 0.31% (n = 370,000) | inhibition, % at 4.4 µM | Q9UBB5; in the data active = inhibition above about 13%
Target sequence (Q9UBB5 whole entry, looked up): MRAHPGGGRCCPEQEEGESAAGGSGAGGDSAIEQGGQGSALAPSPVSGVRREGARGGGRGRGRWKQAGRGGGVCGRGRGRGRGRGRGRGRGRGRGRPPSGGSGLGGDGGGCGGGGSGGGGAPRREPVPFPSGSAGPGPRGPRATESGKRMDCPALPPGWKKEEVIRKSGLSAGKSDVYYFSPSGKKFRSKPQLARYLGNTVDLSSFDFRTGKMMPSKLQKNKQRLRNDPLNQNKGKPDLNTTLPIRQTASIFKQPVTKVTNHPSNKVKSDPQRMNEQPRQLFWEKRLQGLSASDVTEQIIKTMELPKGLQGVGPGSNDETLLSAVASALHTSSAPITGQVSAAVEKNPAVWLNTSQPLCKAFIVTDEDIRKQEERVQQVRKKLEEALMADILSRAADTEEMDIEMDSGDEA
HTRA1 inhibitor = blocks human HTRA1 serine peptidase. Q92743. recombinant HTRA1, FP-rhodamine activity-based probe, fluorescence polarization. inhibition, % at 5.96 µM. actives 0.5% (n = 340,000). AID 504803; in the data active = inhibition above about 36%;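 also: 0% = enzyme with DMSO and 100% = wells lacking enzyme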
NPR2 activator = GC-B (human) receptor activation; P20594; HEK293-GC-B cells, CNP EC30, cGMP TR-FRET; 0% at EC30 CNP, 100% saturating CNP; actives 0.11% (n = 370,000); activation, % at 10 µM;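 active = activation at 10 µM reaching about 35% in either raw or pattern-adjusted values, limit read from the data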
SIAE primary = inhibitors of human sialic acid acetylesterase SIAE; Q9HAT2; SIAE FP-Rh probe binding, fluorescence polarization; inhibition, % at 9.66 µM; actives 0.69% (n = 370,000);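 active = inhibition above a cutoff: mean of compounds within the control limits plus 3 SD of those, cut at about 17% in these data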;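 also: 0% = plate median of compound wells and 100% = probe without SIAE protein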
Target sequence (Q9HAT2 whole entry, looked up): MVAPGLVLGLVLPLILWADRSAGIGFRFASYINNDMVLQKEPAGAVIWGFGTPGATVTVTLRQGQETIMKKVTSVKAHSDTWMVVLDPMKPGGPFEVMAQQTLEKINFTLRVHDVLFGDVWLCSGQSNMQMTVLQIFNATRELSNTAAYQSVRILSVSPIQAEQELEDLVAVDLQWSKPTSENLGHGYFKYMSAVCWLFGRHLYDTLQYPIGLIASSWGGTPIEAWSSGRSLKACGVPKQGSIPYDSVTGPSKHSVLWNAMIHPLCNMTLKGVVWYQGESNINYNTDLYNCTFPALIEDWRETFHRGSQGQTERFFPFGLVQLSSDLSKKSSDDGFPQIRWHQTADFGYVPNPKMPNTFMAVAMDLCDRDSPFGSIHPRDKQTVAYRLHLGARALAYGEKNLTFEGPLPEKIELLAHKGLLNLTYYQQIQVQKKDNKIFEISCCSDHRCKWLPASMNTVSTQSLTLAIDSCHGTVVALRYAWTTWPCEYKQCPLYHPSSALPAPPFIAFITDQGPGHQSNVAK
TCR CD3 inh = blocks the human TCR-CD3 interaction; TAMRA-labeled TCR probe fluorescence, biochemical; inhibition, % at 9.4 µM; actives 0.37% (n = 360,000); in the data active = inhibition above about 19%;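 also: recombinant mutant TCR 2C K166C tagged with TAMRA read by polarization; 0% = receptor in buffer alone and 100% = receptor with positive control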
mABHD4 FP = ABHD4 (mouse) inhibition, primary FP screen; purified mABHD4, FP-Rh probe fluorescence polarization; inhibition, % at 8.92 µM; actives 0.54% (n = 370,000);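 active = inhibition exceeding the mean over every tested compound plus 3 SD, cut at about 30% in these data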;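 also: 0% = plate median of compound wells and 100% = S159A mutant with DMSO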
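Test system: mouse ABHD4 enzyme, wild type. Reagent: FP-Rh fluorescent activity-based probe, added after compound pre-incubation. Timing: pre-incubation 45 min, probe exposure 60 min, at 25 °C. Technique: FP readout, ex 525 nm / em 598 nm. Benchmarks: high control S159A mutant with DMSO, low control median of compound wells.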
rCAG RNA binder = r(CAG) repeat RNA binding. actives 1.3% (n = 370,000). inhibition, % at 3 µM. TO-PRO-1 dye displacement fluorescence;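 active = inhibition above the plate cutoff, the mean of all test compounds on that plate plus 3 SD, cut at about 35% in these data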;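 also: 0% = DMSO alone and 100% = 100 µM mitoxantrone as full dye displacement; higher means more dye released from RNA so lower well fluorescence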
The depositor's hits bear a star; · = not tested or not shown.

Values run as follows: PRMT1 inh	GC-A act	UHRF1 binding	MBD2 inh	HTRA1 inhibitor	NPR2 activator	SIAE primary	TCR CD3 inh	mABHD4 FP	rCAG RNA binder
1) CC(OC(=O)CCOc1ccccc1)C(=O)Nc1ccc(Cl)cn1 (stereo not given)
  2	0	7	2	11	-1	8	5	-5	-5
2) c1ccc(N2CCOCC2)c(Nc2nc3ccccc3n3cnnc23)c1
  3	-3	2	0	3	3	2	-10	1	4
3) CCCCOP(=O)(OCCCC)C1(NS(=O)(=O)c2ccccc2)C=CC(=O)c2ccccc21 (stereo not given)
  19	-22	-4	7	-17	-14	-2	0	9	9
4) CC(C)CNC(=O)NC(=O)COC(=O)c1cccc(NS(=O)(=O)c2ccc(F)c(F)c2)c1
  0	-5	-3	-2	-9	2	-3	0	-3	31
5) Cn1nc(C(F)(F)F)c2cc(C(=O)Nc3ccc(F)cc3)sc21
  -2	-4	0	-8	-23	-5	-8	9	-19	-1
6) CC1CCCCN1C(=O)CSCC(=O)Nc1nc(-c2cccs2)cs1 (stereo not given)
  8	10	1	3	-10	-2	-4	-4	5	2
7) Cc1cc(-c2nnc(SCC(=O)N3C(C)CCCC3C)o2)no1 (stereo not given)
  0	0	0	-5	3	2	1	3	3	-6
8) COC(=O)C1=C(C)N(C)C(=S)NC1c1ccc(Cl)cc1 (stereo not given)
  1	3	-1	1	-4	10	-12	6	-5	5
9) CC1(C)CC2CC(C)(CN2Cc2cccc([N+](=O)[O-])c2)C1 (stereo not given)
  -2	-4	-2	-7	-10	-1	9	-6	8	1
10) COC(=O)CCCn1cc(CN2CC=CS2(=O)=O)nn1
  -1	4	11	11	·	-1	-1	·	7	3
11) CC(C)=C1C2C=CC1C1C(=O)N(c3ccc4c(c3)OCO4)C(=O)C21 (stereo not given)
  73*	3	5	2	-4	7	-4	9	7	-4
12) O=C(NCc1ccco1)c1ccc(-c2ccccc2Cl)o1
  -3	-2	-1	-1	-17	3	-1	-2	-14	0
13) Cc1ccc(Nc2cc(C)nc3ncnn23)c(C)c1
  -4	3	-3	-3	-2	3	-6	4	4	-1
14) Cc1ccc(C(=O)Nc2cccnc2)cc1[N+](=O)[O-]
  -1	-2	2	3	-5	-3	-5	3	1	-1
15) Cc1cc(C)n(/N=C/c2cc([N+](=O)[O-])ccc2O)c(=O)c1
  1	-2	-3	1	4	-5	-2	1	10	0
16) CC/C(=N\NC(=O)c1ccc(N(C)C)cc1)c1ccccc1
  3	0	2	8	0	0	9	-4	10	-2
17) CCCCn1c(=O)[nH]c(=O)c2c1nc(-c1ccc(-c3ccccc3Br)o1)n2CCOC
  4	32	0	1	-2	28	-7	2	0	9
18) CC1CCCN(S(=O)(=O)c2ccc(C(=O)Nc3nnc(-c4ccccn4)o3)cc2)C1 (stereo not given)
  0	-1	-1	2	-2	-1	6	-5	7	18
19) O=C(CCNS(=O)(=O)c1ccc(Br)cc1)NCc1ccc2c(c1)OCO2
  2	-3	1	4	-3	-2	0	-6	-5	-1
20) O=C(COc1ccccc1[N+](=O)[O-])NNC(=O)Nc1cccc2ccccc12
  0	0	-3	-3	0	4	2	5	-1	2

Record cards, as listed above. Order of values: PRMT1 inh	GC-A act	UHRF1 binding	MBD2 inh	HTRA1 inhibitor	NPR2 activator	SIAE primary	TCR CD3 inh	mABHD4 FP	rCAG RNA binder
CC(OC(=O)CCOc1ccccc1)C(=O)Nc1ccc(Cl)cn1 (stereo not given) across the screens: 2	0	7	2	11	-1	8	5	-5	-5
Cc1ccc(Nc2cc(C)nc3ncnn23)c(C)c1 across the screens: -4	3	-3	-3	-2	3	-6	4	4	-1
CCCCn1c(=O)[nH]c(=O)c2c1nc(-c1ccc(-c3ccccc3Br)o1)n2CCOC across the screens: 4	32	0	1	-2	28	-7	2	0	9

Further entries follow.
Values run as follows: PRMT1 inh	GC-A act	UHRF1 binding	MBD2 inh	HTRA1 inhibitor	NPR2 activator	SIAE primary	TCR CD3 inh	mABHD4 FP	rCAG RNA binder
21) O=C(Cc1ccc(F)cc1)OCN1C(=O)c2ccccc2C1=O
  -4	2	-6	-1	3	-1	2	4	-1	-4
22) COc1ccccc1CCC(=O)Nc1ccc2c(c1)c(=O)n(C)n2C
  4	-3	2	2	·	1	0	-11	6	1
23) CC(C)c1ccc(N2C(=NC(=O)C3CCCO3)SC3CS(=O)(=O)CC32)cc1 (stereo not given)
  4	2	2	4	4	7	0	-3	-1	-5
24) COc1ccc(S(=O)(=O)N(C)CC(=O)NCc2ccco2)cc1OC
  1	4	-2	-8	-5	2	1	4	-6	3
25) CCOc1ccccc1NC(=O)COC(=O)C1CCC(=O)N1 (stereo not given)
  -4	0	1	-8	1	0	1	-9	5	0
26) N/C(=N\O)c1ccc([N+](=O)[O-])s1
  0	-1	-2	-2	0	4	3	2	4	-1
27) COC(=O)c1cccc(NC(=S)NCc2ccc(F)cc2)c1
  4	5	3	4	-12	3	-3	1	-13	-1
28) Cc1ccc2nc(Nc3ccc(F)cc3)c3nncn3c2c1
  -2	0	2	-3	-2	-7	2	-3	-4	7
29) COc1ccc(CCNC(=O)c2ccccc2)cc1
  2	-7	-1	2	4	4	0	-5	4	-4
30) O=C(CSc1ccc(-c2cccnc2)nn1)Nc1ccccc1F
  -6	0	4	-5	5	-4	-4	-6	-3	-2
31) CCn1c(=O)c2c(n3c(=S)[nH]nc13)-c1ccccc1CC21CCCCC1
  5	-8	1	2	-8	-4	5	-2	-1	5
32) O=C(CCS(=O)(=O)c1cccc2nsnc12)NC1CCCCC1
  1	3	-1	-2	14	4	-5	7	4	1
33) N#C/C(=N\Nc1ccc(Br)cc1)C(=N)N1CCOCC1
  -9	-2	-2	-5	6	-3	0	4	-7	-3
34) Cc1ccc(S(=O)(=O)N2CC(=O)NC(=O)C2)cc1
  -5	-2	-2	-4	5	1	6	4	1	-4
35) Cc1ccc(S(=O)(=O)N2CCOCC2)cc1NC(=O)CSc1cccc[n+]1[O-]
  0	-6	-1	2	5	0	3	8	-4	3
36) Cc1sc2ncn(/N=C/c3ccco3)c(=O)c2c1C
  -2	5	0	1	0	-2	-1	7	3	2
37) CCC1CC(C)(C(=O)Nc2ccc(S(N)(=O)=O)cc2)OC1=O (stereo not given)
  -3	3	-1	-1	-7	5	1	11	-4	-1
38) CSC1=NC(=O)/C(=C\c2cccc3ccccc23)S1
  -1	5	-4	-3	-26	-3	-21	0	-32	28
39) Cc1ccc(NC(=O)c2ccc(=O)[nH]c2)cc1S(=O)(=O)N1CCCCC1
  1	-1	0	2	-5	0	-7	-3	-5	4
40) CN(C(=O)COc1ccc(Cl)cc1Br)C1CCCCC1
  -1	1	0	-2	-10	1	0	5	1	-9
41) Cc1nnc(SCCn2c(N3CCCC(C)C3)nc3c2c(=O)[nH]c(=O)n3C)s1 (stereo not given)
  -2	-1	-3	-4	4	-5	-5	2	-2	-5
42) COc1ccccc1C1OCC(C)([N+](=O)[O-])CO1 (stereo not given)
  5	1	0	-4	0	-2	-1	6	1	10
43) Cc1c(Cl)cccc1-n1cnc(=O)c2ccccc21
  2	-5	2	3	5	0	-8	-4	-2	-3
44) CN1CCN(C(=S)NC(=O)c2ccc(Br)cc2)CC1
  -2	4	3	1	·	-2	10	-13	-1	2
45) O=C(NCc1ccccc1)c1ccc2nc(N3CCOCC3)sc2c1
  -2	4	0	-1	0	5	0	4	-3	-4
46) CCN(CC)c1ccc(NC(=O)c2ccc(NC(=O)C3CCCO3)cc2)c(C)c1 (stereo not given)
  2	-4	2	5	5	1	-1	-9	-12	-5
47) Cc1cccc(Nc2nc(NC(C)C)nc(Oc3ccc(=O)n(C)n3)n2)c1
  0	-1	-2	0	-8	2	9	-4	2	3
48) CCCNC(=S)N1CCC(NC(=O)Nc2ccc(C)cc2)CC1
  -1	-2	1	-1	-5	0	-5	3	-2	0
49) Cc1nnc(NC(=O)c2cccc(S(=O)(=O)N3CC(c4ccccc4)CC3=O)c2)s1 (stereo not given)
  8	-5	1	10	2	-3	-6	-1	-11	19
50) COc1ccc(CCNC(=O)CCS(=O)(=O)c2cccc3nsnc23)cc1OC
  0	3	1	3	8	-8	4	4	0	0
51) CCOC(=O)C1CCN(C(=O)/C=C/c2cccs2)CC1
  4	-4	1	1	4	9	0	-15	0	7
52) O=C1CC(N2CCC(c3nc4ccccc4o3)CC2)C(=O)N1 (stereo not given)
  11	-1	-1	-1	-2	-3	1	5	5	-1
53) COc1ccc(O)c(/C=N/Nc2nc(C)cc(-c3ccccc3)n2)c1
  -2	6	-3	2	6	-1	22*	-2	7	32
54) Cc1cccc(N(C(=O)c2csnn2)C(C(=O)NCc2ccccc2)c2ccc(C)o2)c1 (stereo not given)
  4	-2	0	1	-1	-8	0	5	-3	-7
55) O=C(/C=C/c1ccc(OCCCF)cc1)NCc1ccc(Cl)c(Cl)c1
  -3	-11	-1	-6	-11	-4	-4	1	-9	-3
56) Clc1ccccc1Nc1ncnc2c1nnn2Cc1ccccc1
  1	5	0	-2	-12	7	3	8	-1	-5
57) CCOC(=O)C(C)Oc1cccc2c(=O)n(CC(=O)Nc3ccc(OCC)cc3)ccc12 (stereo not given)
  3	4	2	-1	1	5	-4	-10	-2	3
58) CCN(CC)Cc1c(O)ccc2c(=O)c(-c3ccccc3OC)coc12
  2	2	5	0	1	3	1	-3	9	4
59) CN(C)C(=O)CSc1n[nH]c(=O)[nH]c1=O
  -2	1	-2	2	4	0	5	3	3	2
60) CCc1nnc(NC(=O)CSc2nnc3nc(C)cc(C)n23)s1
  -1	0	2	-2	11	3	8	-3	-5	2
61) Cc1ccc(OCC(=O)NNC(=O)c2ccco2)c(C)c1
  3	1	1	7	1	3	7	0	-1	1
62) O=C(NN1C(=O)c2ccccc2NC1c1ccc([N+](=O)[O-])o1)c1ccc(Br)cc1 (stereo not given)
  6	-3	0	8	4	2	17	-3	-6	-1
63) CC(C)(C)OC(=O)N1CCC[C@H]1c1nnc(SCc2cccc(Cl)c2)o1
  0	-2	0	-2	5	0	3	-2	-4	-7
64) COc1ccc(-c2ccc(CCC(=O)O)n2Cc2ccco2)cc1
  5	1	-4	-4	-1	3	7	5	3	5
65) CCc1cc(=O)oc2c(C)c(OC(C)C(=O)NCC3CCC(C(=O)O)CC3)ccc12 (stereo not given)
  2	3	0	1	0	-1	-1	-3	15	-1
66) Cc1cc(C2C(C#N)=C(N)OC3=C2C(=O)CCC3)c(C)s1 (stereo not given)
  -2	1	-1	-2	0	1	7	2	-4	2
67) Cc1ccc(-n2nc3c(=O)n(CCCC(=O)NCc4cccc(F)c4)nc(C)c3c2C)cc1
  -5	-6	2	2	1	-5	5	0	-4	-7
68) Cc1nc2ccc(C(=O)N/N=C/c3cc([N+](=O)[O-])ccc3O)cc2[nH]1
  -3	-3	-3	-1	13	2	2	14	4	12
69) CC(=O)Nc1cc(-c2ccccc2)cn2c(-c3ccc(F)cc3)cnc12
  4	-2	-2	2	·	5	8	0	1	3
70) CC(C(=O)N1CCc2ccccc21)N1CCN(S(=O)(=O)c2ccc3c(c2)OCCCO3)CC1 (stereo not given)
  1	1	2	-4	-4	6	2	0	-8	2
71) Cc1nc2c(o1)CCc1ccccc1C2O (stereo not given)
  -2	4	0	-2	6	0	41*	2	6	-1

Random excerpt: three compounds from above, in no set order.
Values run as follows: PRMT1 inh	GC-A act	UHRF1 binding	MBD2 inh	HTRA1 inhibitor	NPR2 activator	SIAE primary	TCR CD3 inh	mABHD4 FP	rCAG RNA binder
64) COc1ccc(-c2ccc(CCC(=O)O)n2Cc2ccco2)cc1
  5	1	-4	-4	-1	3	7	5	3	5
70) CC(C(=O)N1CCc2ccccc21)N1CCN(S(=O)(=O)c2ccc3c(c2)OCCCO3)CC1 (stereo not given)
  1	1	2	-4	-4	6	2	0	-8	2
61) Cc1ccc(OCC(=O)NNC(=O)c2ccco2)c(C)c1
  3	1	1	7	1	3	7	0	-1	1

Screening results (PubChem BioAssay)

An excerpt; rates above refer to the full screens.
